MT stabilize HCS: stabilizes microtubules in HeLa cells | 200,000 compounds, 0.83% hits | AID 2205 | % tubulin-high responders, % at 10 µM | HeLa tubulin immunostaining HCS, 24 h; share of cells brighter than vehicle mean+2SD;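 active means plate Z-score above 3 for both tubulin-high and condensed-nucleus cell shares, with cell loss under 80%, at 10 µM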;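 further: anti alpha tubulin signal scored within the nucleus-defined area of each cell; some results filed as inactive read as strong as hits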
WT yeast gro inh: growth inhibition of WT yeast, mitochondrial fusion screen | mitochondrial fusion phenotypic screen, WT strain | inhibition, % at 10 µM | 190,000 compounds, 2.1% hits | AID 1362; in the data active means inhibition above about 58%; tested in S. cerevisiae
Yfh1-depleted yeast: enhancers of respiration in Yfh1-depleted yeast, dose response, Friedreich's ataxia, plus single-dose screen (AID 1465); S. cerevisiae Yfh1-off respiration, WST-1 reduction, 72 h; higher fold induction means a stronger effect; one-dose fold induction at 50 µM; EC50 in µM for titrated hits; 220,000 compounds, 0.074% hits;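 active means fold induction of absorbance versus untreated yeast above a set limit, then at least 30% activation at any dose in follow-up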;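 further: activators that raise dye reduction in frataxin-depleted yeast; strong numbers were not always called active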
Insulin prom up: MIN6 insulin promoter up-regulation. MIN6 insulin promoter-GFP reporter, high-content imaging; active compounds read high. z-score at 5 µM. 190,000 compounds, 0.3% hits. AID 1625;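 active means z-score above 3 at 5 µM with at least 500 cells counted in the well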
Dynein cargo inh: dynein cargo transport inhibition | 220,000 compounds, 0.47% hits | AID 1381 | z-score, hits read low | 3617.4 mouse cells, GR-EGFP nuclear translocation imaging; test concentration mostly 20 µM; stimulated with dexamethasone, 1 µM; active compounds read low;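 active means plate z-score of nuclear minus cytoplasmic receptor signal below a set negative limit, without overly bright fluorescence or cell loss, cut at about -3.5 in these data, passing the limit was not always enough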;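 further: z-score of nuclear minus cytoplasmic ring GR-EGFP intensity difference per well; some compounds called inactive have numbers as strong as hits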
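Schedule: 48 h induction, then 1 h compound, then 30 min agonist, 37 °C. Buffer or medium: tetracycline-free induction medium containing charcoal-stripped FBS. Reagent: 1.0 µM final dexamethasone stimulus. Evaluation: nuclear versus cytoplasmic GR-EGFP signal, averaged per well. Signal: high-content fluorescence imaging after fixation.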
Autophagy mod: modulators of autophagy; MEF GFP-LC3 puncta imaging; test concentration mostly 10 µM; calls only at 10 µM (by protocol); 190,000 compounds, 0.98% hits;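 active means percentage of spot-positive cells more than 3 SD above its plate mean, without a fluorescence outlier flag or 80% toxicity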;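 further: spot-positive cell cutoff set from DMSO-treated cells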
bCat nuc transl: alters nuclear translocation of beta-catenin in HeLa cells; immunofluorescence imaging; nuclear translocation activity, % at 5 µM; 190,000 compounds, 0.3% hits; AID 1665;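 active means nuclear translocation activity above 50% at 5 µM, with a well cell count of 50 or more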;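 further: per-cell ratio of nuclear to cytoplasmic median beta-catenin stain intensity; plate controls were DMSO negative control for no effect and GSK-3 inhibitor IX positive control for full effect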
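System: HeLa cells, endogenous beta-catenin; compound dosing: 5 µM primary single dose, 0.1% DMSO, 0.02–20 µM confirmation series; incubation: 24 h compound exposure at 37°C, 5% CO2; signal: beta-catenin immunofluorescence imaging with DAPI; evaluation: % activation, nuclear-to-cytoplasmic median beta-catenin signal ratio per cell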
Lipid droplet: modulators of hepatic lipid droplet formation. AML12 mouse hepatocytes, oleate lipid droplets, BODIPY imaging. inhibition, % at 6.5 µM. 240,000 compounds, 0.4% hits. AID 1656;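 active means lipid droplet intensity inhibited by at least 50%, with more than 500 cells counted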
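Assay system: AML12 mouse liver cells | Compound dosing: One dose, 6.5 µM compound | Read-out basis: Droplet intensity reduction, % inhibition | Measured by: Fluorescence imaging, 20x objective, two fields per well | Schedule: Overnight treatment with compound plus oleate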
NOD2 inhibition: inhibition of NOD2-driven NF-kB reporter – cell-based, luminescence, uHTS, HEK293 (AID 1566); 290,000 compounds, 0.63% hits; one-dose inhibition, % at 4 µM; EC50 in µM for titrated hits; HEK293 NOD2/NF-kB luciferase reporter, luminescence; higher % means a stronger effect; in the data active means inhibition above about 50%; further: many of its hits are not listed in these tables
WT yeast gro inh mutant strain: recorded beside WT yeast gro inh, whose call it bears; inhibition, %; mitochondrial fusion phenotypic screen, mutant strain inhibition
Dynein cargo inh cytoplasmic EGFP: also measured in Dynein cargo inh; calls as there; z-score; measured here: cytoplasmic GR-EGFP intensity; active compounds read high
Dynein cargo inh nuclear GR-EGFP: second read-out of Dynein cargo inh, no call of its own (marks repeat the call); z-score; measured here: nuclear GR-EGFP intensity;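 lower value marks the stronger effect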
Dynein cargo inh cell count: further read-out of Dynein cargo inh, marked with its call; z-score; measured here: cell count per field
Insulin prom up cell count: further read-out of Insulin prom up, marked with its call; cell count; measured here: cytotoxicity, nuclei count;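 total cells summed across four imaged fields per well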
Lipid droplet cells 6.5 µM: further read-out of Lipid droplet, marked with its call; cell count; measured here: cell count, cytotoxicity flag;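 cells counted across two imaged fields per well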
bCat nuc transl cell count 5 µM: further read-out of bCat nuc transl, marked with its call; cell count; measured here: cell count, cytotoxicity flag
MT stabilize HCS Hoechst-high %: also measured in MT stabilize HCS; calls as there; % Hoechst-high responders; measured here: nuclear condensation Hoechst responders;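 share of cells brighter than vehicle mean plus two SD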
MT stabilize HCS cytotoxicity %: recorded beside MT stabilize HCS, whose call it bears; toxicity, %; measured here: cytotoxicity by cell density;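 0% = mean cell density of plate MIN control wells and 100% = no cells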
Autophagy mod cell loss 18 h: recorded beside Autophagy mod, whose call it bears; toxicity, %; measured here: cell loss, nuclei count;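 cell loss after 18 h compound exposure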
The depositor's hits bear a star; i = inactive; . = no result given; + = active, no number. Not all compounds are listed; count on the stated rates, not on these rows.

SMILES	MT stabilize HCS	MT stabilize HCS Hoechst-high %	MT stabilize HCS cytotoxicity %	WT yeast gro inh	WT yeast gro inh mutant strain	Yfh1-depleted yeast	Insulin prom up	Insulin prom up cell count	Dynein cargo inh	Dynein cargo inh cytoplasmic EGFP	Dynein cargo inh nuclear GR-EGFP	Dynein cargo inh cell count	Autophagy mod	Autophagy mod cell loss 18 h	bCat nuc transl	bCat nuc transl cell count 5 µM	Lipid droplet	Lipid droplet cells 6.5 µM	NOD2 inhibition
Nn1c(SCc2ccc(Br)cc2)nnc1-c1ccccn1	7.7	14	12	2	4	i	0.18	1555	-0.36	-0.32	0.41	-0.039	i	-2	-2.3	1079	-1	680	-8%
CC(=O)Cn1c(CN2CCCCC2)nc2ccccc2c1=O	2.1	2.7	4.0	-15	16	i	-0.33	1198	0.54	-0.36	0.51	0.47	i	2	-0.8	1153	-2	723	9%
COc1cccc(C(c2nnnn2C(C)(C)C)N2CCN(C3CCCCC3)CC2)c1OC (stereo not drawn)	4.8	1.1	6.6	-20	-5	i	-0.69	1202	0.49	-0.24	0.39	0.15	i	22	-8.3	1026	.	.	-3%
COCCCNC(=O)CN(Cc1ccc(Cl)cc1)S(C)(=O)=O	3.6	2.6	5.2	3	-12	i	.	.	-0.41	-0.095	0.14	1.4	i	1	.	.	6	707	0%
Cc1ccc(-n2cc(CN3CCNC(=O)CC3)c(-c3ccc(F)cc3)n2)cc1	.	.	.	.	.	i	-0.23	1169	0.4	-0.22	0.21	-0.8	.	.	0.3	1284	2	757	-11%
CCOC(=O)c1sc(NC(=O)c2cc3c(s2)CCC(C)C3)nc1C (stereo not drawn)	2.2	1.9	8.3	-1	9	i	-0.49	875	0.28	-0.45	0.35	0.18	i	8	.	.	14	751	-44%
COc1ccccc1NC(=O)CN1C(=O)NC2(CCCCCCC2)C1=O	1.3	0.8	0.0	5	4	i	-0.48	1829	-0.84	-0.31	-0.43	1	i	18	11	759	-7	633	8%
CCCCOCCCNC(=O)c1ccc(NC(C)=O)cc1	1.4	1.0	7.7	10	-2	i	-0.56	951	0.5	0.11	0.68	-0.3	i	-6	-3.5	1181	-2	738	9%
COc1cccc(OCc2nnc(SCC(=O)NNC(=O)C3CCCCC3)n2C)c1	2.0	1.1	0.6	-9	2	i	0.56	1241	1.5	-0.24	0.81	-0.73	i	35	-4.7	1119	5	667	-2%
Cc1ccc(N2CC(C(=O)Nc3nnc(SCC(=O)Nc4cc(C)on4)s3)CC2=O)cc1 (stereo not drawn)	2.0	1.6	8.3	-2	-14	i	-0.06	1196	0.32	-0.041	0.98	-1.9	i	6	-0.6	977	3	613	3%
Cc1cc([N+](=O)[O-])ccc1NC(=S)NC(=O)Cc1ccccc1	1.8	1.6	11	8	16	i	.	.	-0.21	-0.14	-0.18	0.24	i	6	-15	1254	9	765	14%
O=C(CSc1ncccn1)NCc1ccc(F)cc1	2.3	1.4	5.4	-6	-3	i	0.33	1213	-0.53	-0.24	-0.11	0.97	i	-12	-5.4	1038	.	.	7%
O=C(Nc1ccc(Cl)cc1)OCCn1nnnc1C(c1ccccc1Cl)N1CCOCC1 (stereo not drawn)	2.9	1.5	2.8	-27	-7	i	1.3	1410	1.3	-0.14	0.043	-1.7	i	3	-1.3	1337	.	.	-11%
O=C(CN1C(=O)CSc2ccc(S(=O)(=O)N3CCOCC3)cc21)NCc1cccnc1	2.2	3.0	3.4	-8	3	i	0.36	1602	-0.051	-0.17	0.035	-0.28	i	-6	-2.3	1106	1	691	8%
COc1ccccc1NC(=O)CN1CCN(c2ccccn2)CC1	2.4	2.5	10	-16	1	i	-0.4	1209	-0.64	-0.19	0.51	0.23	i	-36	3.0	1023	-10	748	22%
COc1cccc(NC(=O)C(Sc2nc3ccccc3c(=O)n2CC(C)C)c2ccccc2)c1 (stereo not drawn)	4.2	2.6	5.2	6	0	i	0.99	1491	1.1	-0.05	0.95	-1.1	i	-1	-1.7	1041	7	694	-17%
C=CCn1c(N)cc(=O)nc1SCC(=O)Nc1ccc(C)cc1	2.6	1.3	3.7	-16	-33	i	0.11	1246	0.99	-0.11	0.6	-0.55	i	-13	-2.6	1111	-8	655	12%
CCOC(=O)c1cc2sccc2n1CC(=O)Nc1ccc(OC)cc1	5.1	1.6	3.6	-18	27	i	0.08	1437	-0.17	-0.25	0.023	0.24	i	1	-2.0	965	.	.	16%
COc1ccc(F)cc1S(=O)(=O)n1cc(C)nc1-c1ccccc1	3.9	1.4	7.2	.	.	i	-0.34	1256	-0.5	-0.24	0.28	-0.13	i	-3	.	.	-1	723	5%
Cc1[nH][nH]c(=O)c1C(c1ccc(-c2ccc(Cl)cc2Cl)o1)c1c(C)[nH][nH]c1=O	1.6	1.0	0.3	13	15	i	-0.2	1060	-1.2	-0.23	-0.33	0.57	i	-4	.	.	-8	724	-2%
Cc1ccc(S(=O)(=O)N2CCOCC2)cc1NC(=O)COC(=O)c1cc(=O)c2ccccc2o1	2.1	1.9	6.3	16	-6	i	0.4	1433	0.25	-0.3	-0.28	-0.1	+	-15*	0.7	954	6	623	-15%
CC1(C)C2([N+](=O)[O-])CN3CC1([N+](=O)[O-])CN(C2)C3C(O)C(O)C(O)CO (stereo not drawn)	.	.	.	.	.	i	.	.	-0.25	-0.2	0.3	-0.06	.	.	-0.1	1341	2	743	21%
O=C(COC(=O)/C=C/c1cccc(C(F)(F)F)c1)Nc1cccc2ccccc12	3.5	2.9	3.6	0	-13	i	0.57	919	-0.63	-0.29	-0.35	-0.22	i	4	.	.	0	600	-1%
O=C1/C(=C/c2cccnc2)Oc2cc(OS(=O)(=O)c3ccccc3)ccc21	2.3	1.5	4.6	-18	-42	i	0.49	895	-0.021	-0.031	0.077	0.45	i	3	.	.	11	794	-9%
COc1ccc(Cn2c(C3CCCCC3)nc3c(c(=O)c4ccccc4n3C)c2=O)cc1	.	.	.	.	.	i	.	.	0.25	-0.19	-0.0068	-0.13	.	.	0.6	1256	1	719	15%
O=c1[nH]c2cc([N+](=O)[O-])c(NCCO)c([N+](=O)[O-])c2[nH]1	4.0	1.6	0.6	-9	6	i	0.14	1576	-0.22	-0.27	0.11	0.23	i	-11	-4.3	1038	11	691	6%
COCCCNC(=O)c1cc(OC)c(OC)c(OC)c1	2.1	2.6	0.9	-16	-11	i	-1.9	844	0.09	-0.22	0.21	0.46	i	-29	-4.7	1211	7	736	3%
CCOc1ccc(N=Cc2c(O)cc(C)oc2=O)cc1	5.7	2.9	9.1	3	-9	i	-0.18	1797	-0.83	-0.13	-0.35	0.21	i	13	-1.2	1095	-10	622	-16%
CCOC(=O)N1CC=C2C(C#N)=C(N)C(C#N)(C#N)[C@H](c3ccsc3)[C@H]2C1	1.8	1.4	5.8	-2	8	i	0.69	1190	-0.52	-0.073	-0.35	-0.17	i	-1	-6.4	976	.	.	-11%
CCOc1ccc(-c2nnc(SCC(=O)N3CCOCC3)o2)cc1	2.0	1.4	4.3	-4	5	i	-0.04	1149	-0.3	-0.25	-0.21	-0.38	i	1	-7.6	840	.	.	-27%
CCn1c(SCC(=O)N/N=C/c2ccc(C)o2)nnc1-c1ccc(C)cc1	6.7	2.2	5.8	4	12	i	0.54	1456	0.12	-0.22	0.35	-0.62	i	10	-3.3	1096	-4	671	12%
CCOC(=O)c1cnn(-c2ccccc2)c1-n1cccc1	1.6	1.8	4.6	4	18	i	-0.03	900	-1	-0.29	-0.65	0.77	i	-4	-5.1	1207	-1	784	7%
Cc1ccccc1NC(=O)C(NS(=O)(=O)c1ccc2c(c1)c(=O)n(C)c(=O)n2C)c1ccccc1 (stereo not drawn)	6.1	3.3	11	10	-10	i	0.62	1046	-0.98	-0.2	-0.31	0.64	i	10	-6.5	1188	.	.	-1%
O=C(COCC(=O)N/N=C/c1ccc(F)cc1)N/N=C/c1ccc(F)cc1	2.9	3.2	6.0	-20	1	i	-0.19	1612	-0.87	-0.23	-0.54	0.24	i	7	-1.0	1160	21	708	-1%
CCNC(=S)N1CCN(c2ccccn2)CC1	5.8	1.7	0.3	15	10	i	1.4	1518	-0.32	-0.18	0.088	1.2	i	14	2.2	1100	4	619	9%
CCN1C(=O)C(CC(=O)Nc2cccc(C(C)=O)c2)S/C1=N\c1ccccn1 (stereo not drawn)	3.4	3.0	2.8	-10	-11	i	0.35	1181	-0.73	-0.3	-0.65	0.47	i	2	-4.1	538	-4	747	.
Nc1c(Cl)c(Cl)nc(C(=O)N/N=C/c2cccnc2)c1Cl	.	.	.	.	.	i	-0.37	1494	-0.37	-0.24	-0.22	-0.28	.	.	-4.8	1134	6	717	23%

Two entries picked at random from the list so far:
SMILES	MT stabilize HCS	MT stabilize HCS Hoechst-high %	MT stabilize HCS cytotoxicity %	WT yeast gro inh	WT yeast gro inh mutant strain	Yfh1-depleted yeast	Insulin prom up	Insulin prom up cell count	Dynein cargo inh	Dynein cargo inh cytoplasmic EGFP	Dynein cargo inh nuclear GR-EGFP	Dynein cargo inh cell count	Autophagy mod	Autophagy mod cell loss 18 h	bCat nuc transl	bCat nuc transl cell count 5 µM	Lipid droplet	Lipid droplet cells 6.5 µM	NOD2 inhibition
COc1ccc(Cn2c(C3CCCCC3)nc3c(c(=O)c4ccccc4n3C)c2=O)cc1	.	.	.	.	.	i	.	.	0.25	-0.19	-0.0068	-0.13	.	.	0.6	1256	1	719	15%
CCNC(=S)N1CCN(c2ccccn2)CC1	5.8	1.7	0.3	15	10	i	1.4	1518	-0.32	-0.18	0.088	1.2	i	14	2.2	1100	4	619	9%
